# EphB4 antag = EphB4-ephrin-B2 interaction antagonists, primary screen, biochemical, TNYL-RAW peptide probe, fluorescence polarization. 0.15% of 97,000 active. Ephrin type-B receptor 4 (Homo sapiens), P54760. inhibition, % at 7 µM. EphB4 LBD / TNYL-RAW-Alexa532 peptide;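 active = inhibition above the screen-wide mean inhibition plus 3 SD, cut at about 15% in these data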;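 also: 0% = DMSO wells and 100% = excess unlabeled TNYL-RAW peptide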
# MT1-MMP txn act = MT1-MMP promoter reporter activation – cell-based, luciferase luminescence, primary screen | HT1080 MT1-MMP promoter luciferase reporter, overnight; hits give high values | activation factor at 10 µM | 0.16% of 86,000 active | AID 750, 2007;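 active = activation factor of at least 2 for MT1-MMP transcription at 10 µM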
# HIV Rev-RRE inh = HIV-1 Rev-RRE binding inhibitors, primary screen, biochemical, FRET, protein-RNA interaction | 0.79% of 97,000 active | Rev peptide-RRE RNA binding | inhibition, % at 8 µM;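 active = inhibition above the screen-wide mean plus 3 SD, cut at about 35% in these data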;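 also: 0% = median DMSO wells and 100% = median Neomycin B control wells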
# Target sequence (P05866 whole entry, looked up): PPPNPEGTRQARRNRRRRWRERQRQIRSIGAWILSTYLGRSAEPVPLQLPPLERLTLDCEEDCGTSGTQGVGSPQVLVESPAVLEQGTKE
#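 Assay system: labelled RRE RNA duplex and labelled Rev peptide / Medium: HEPES pH 7.5 salt buffer with EDTA / Reagent: labelled Rev peptide / Schedule: 5 + 15 min at 25 °C / Signal: FRET, excitation 480 nm, emission 540 nm donor and 671 nm acceptor / Benchmarks: DMSO and neomycin B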
# PLK1 PBD inh = Plk1 polo box domain binding inhibitors, primary screen, biochemical, fluorescence polarization | AID 693, 2007 | inhibition, %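 (tested at about 20 µM)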 | 0.13% of 97,000 active | Serine/threonine-protein kinase PLK1 (Homo sapiens), P53350 | Plk1 PBD phosphopeptide binding; in the data active = inhibition above about 34%, passing the limit was not always enough
# FAK inh = FAK kinase inhibitors, primary screen, biochemical. Focal adhesion kinase 1 (Homo sapiens), Q05397. biochemical FAK kinase activity assay. inhibition, %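 (tested at 7 µM)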. 0.84% of 97,000 active. AID 727, 2007; in the data active = inhibition above about 19%;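 also: 0% = DMSO and 100% = reference compound high control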
# S1P2 antag = human S1P2 receptor antagonists, primary screen, cell-based | AID 736, 2007 | Sphingosine 1-phosphate receptor 2 (Homo sapiens), O95136 | cell-based S1P2 antagonist assay, inhibition at 5 uM | inhibition, % at 5 µM | 0.21% of 97,000 active; in the data active = inhibition above about 45%;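 also: CRE beta-lactamase reporter cells expressing human S1P2 stimulated with S1P; 0% = agonist at EC80 alone and 100% = agonist plus reference antagonist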
# Target sequence (O95136 whole entry, looked up): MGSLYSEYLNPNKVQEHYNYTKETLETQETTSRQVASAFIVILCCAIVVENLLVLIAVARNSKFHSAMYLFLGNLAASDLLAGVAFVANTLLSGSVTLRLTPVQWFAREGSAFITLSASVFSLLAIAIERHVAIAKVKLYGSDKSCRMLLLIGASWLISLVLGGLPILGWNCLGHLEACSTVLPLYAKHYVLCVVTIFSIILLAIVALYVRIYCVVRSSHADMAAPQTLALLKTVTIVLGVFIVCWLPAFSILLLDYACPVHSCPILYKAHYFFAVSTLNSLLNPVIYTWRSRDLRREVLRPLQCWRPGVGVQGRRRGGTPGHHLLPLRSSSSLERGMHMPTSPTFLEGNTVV
# PLAP act = PLAP enzyme activators, biochemical, luminescence, HTS; Alkaline phosphatase, placental type (Homo sapiens), P05187; purified PLAP enzyme, luminescent substrate read-out; hits give high values; activation fold at 20 µM; 1.2% of 96,000 active; AID 696, 2007; in the data active = activation fold above about 2
# Target sequence (P05187 whole entry, looked up): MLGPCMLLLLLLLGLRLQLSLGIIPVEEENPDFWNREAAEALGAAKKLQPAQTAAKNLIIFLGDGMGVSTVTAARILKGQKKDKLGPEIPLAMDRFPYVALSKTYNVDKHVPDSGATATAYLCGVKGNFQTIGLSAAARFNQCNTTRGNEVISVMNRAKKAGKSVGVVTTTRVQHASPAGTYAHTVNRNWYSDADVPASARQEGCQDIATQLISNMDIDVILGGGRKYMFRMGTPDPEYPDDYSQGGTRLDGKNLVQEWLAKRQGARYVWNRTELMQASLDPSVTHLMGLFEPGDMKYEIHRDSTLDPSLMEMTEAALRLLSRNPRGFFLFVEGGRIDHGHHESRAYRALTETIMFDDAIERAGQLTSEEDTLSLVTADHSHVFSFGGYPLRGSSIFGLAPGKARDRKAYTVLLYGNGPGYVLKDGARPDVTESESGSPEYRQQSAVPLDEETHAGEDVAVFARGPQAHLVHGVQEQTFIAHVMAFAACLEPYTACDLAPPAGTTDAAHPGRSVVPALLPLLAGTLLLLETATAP
# S1P2 ag = S1P2 receptor agonists, primary screen, cell-based. activation, % at 4.5 µM. 0.46% of 97,000 active. AID 729, 2007. S1P2-expressing cell line, agonist reporter read-out. Sphingosine 1-phosphate receptor 2 (Homo sapiens), O95136; in the data active = activation above about 16%;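 also: 0% = vehicle low control and 100% = maximal reference agonist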
# PLK1 inh = human PLK1 kinase inhibitors, primary screen, biochemical, TR-FRET; recombinant PLK1 kinase, TR-FRET peptide phosphorylation; inhibition, % at 10 µM; 0.53% of 97,000 active; AID 619, 2007;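 active = inhibition of 50% or more in the single-concentration screen; inactive = inhibition below 50%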;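 also: 0% = DMSO max control and 100% = H-89 dihydrochloride min control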
# Active calls of the source: *; · = not tested or not shown; & = joins results of further samples; [ ] = another dose, or the depositor's remark.
# The first 2 compounds, ahead of the listing:
SMILES,EphB4 antag,MT1-MMP txn act,HIV Rev-RRE inh,PLK1 PBD inh,FAK inh,S1P2 antag,PLAP act,S1P2 ag,PLK1 inh
Nc1ccc(C2(c3ccc(N)cc3)C(=O)Nc3ccccc32)cc1,1,·,1,-12,-7,17,0.8,-5,-10
CC(=O)c1cc(-c2ccc(F)cc2)n(CC(=O)NCc2cccs2)c1C,-6,1.1,5,7,1,6,1.1,-8,-9

# Results, repeating the preview:
SMILES,EphB4 antag,MT1-MMP txn act,HIV Rev-RRE inh,PLK1 PBD inh,FAK inh,S1P2 antag,PLAP act,S1P2 ag,PLK1 inh
Nc1ccc(C2(c3ccc(N)cc3)C(=O)Nc3ccccc32)cc1,1,·,1,-12,-7,17,0.8,-5,-10
CC(=O)c1cc(-c2ccc(F)cc2)n(CC(=O)NCc2cccs2)c1C,-6,1.1,5,7,1,6,1.1,-8,-9
CC1(C)CN=C(N2CCN(c3ncnc4sc5c(c34)CCCC5)CC2)S1,-9,0.8,0,41,-1,10,1.4,-5,6
COc1ccc(S(=O)(=O)N2CCCC2C(=O)Nc2ccc(C)cc2)cc1 (stereo unspecified),6,1.2,0,7,0,3,1.5,-5,1
O=C(OCc1nnc(-c2ccccc2)o1)c1cn(-c2ccccc2)nc1-c1ccccc1,8,1.2,8,7,3,4,1.4,-6,-3
Cc1onc(-c2ccccc2)c1C(=O)n1cc(Br)cn1,5,1,4,16,3,16,·,-5,-6
Cc1c(C(=O)N2CCC(C)CC2)sc2ncnc(N(C)c3ccccc3)c12,4,1.1,7,-6,2,6,·,-7,-6
CCN1CCN(S(=O)(=O)c2ccc(Cl)c(C(=O)Nc3nnc(CC(C)C)s3)c2)CC1,-2,1.1,5,9,-3,9,1.2,-4,-11
CCOC(=O)N1CCC2(CC1)C(C#N)=C(N)Oc1c2c(C)nn1-c1cccc(Cl)c1,-7,1.1,10,23,-4,3,1.4,0,46
COc1ccccc1CN1CCN(C(=O)c2ccncc2)CC1,-4,1.1,-3,-3,0,-25,0.9,-3,-5
CC(C)OCCCNc1ncnc2c1[nH]c1ccc(F)cc12,2,1.2,6,-10,4,66*,1.2,-6,-9
O=C(Nc1ccn(Cc2ccccc2F)n1)c1ccc(COc2cccc(Br)c2)cc1,-4,·,9,-2,-1,-14,1.1,-2,-7
COCCNC(=O)C(c1cccc(OC)c1)N(Cc1cccs1)C(=O)Cn1nnc2ccccc21 (stereo unspecified),3,1.1,2,-1,0,-9,·,-6,-4
Cc1ccc(CN(C)C(=O)C2CCCN2C(=O)c2cccs2)o1 (stereo unspecified),0,1.3,1,-2,0,4,1.5,-7,-4
O=C(CN1CCOCC1)Nc1ccc(OCc2ccccc2)cc1,8,1,5,11,0,-4,1.3,-7,-18
Cc1cc(C)nc(N(C#N)CN2C(=O)c3ccccc3S2(=O)=O)n1,-1,1,-1,6,-5,9,0.9,-8,0
COc1ccc(N2C(=O)CCC2(C#N)c2ccc(Br)cc2)cc1 (stereo unspecified),-1,1.2,11,10,-1,14,1.4,-4,-10
COc1cccc(OC)c1NC(=O)C1CCCN1C(=O)NCc1ccccc1 (stereo unspecified),-9,1.1,7,5,-1,25,1.2,-5,-4
COCCNC(=O)Cn1nc(-c2ccccc2OC)ccc1=O,1,1.3,10,-22,-5,-4,1.1,-4,-4
O=C1C(Cl)=C(N2CCOCC2)C(=O)N1c1ccccc1Cl,0,1.3,7,-4,3,16,1.1,-8,-8
COCc1cc(C)nc2sc(C(=O)OC(C)C)c(N)c12,0,1.3,10,-3,2,-9,1.2,-2,-9
CCCN(c1nc(C)cc(OC)n1)S(=O)(=O)c1ccccc1,3,1,10,-12,-1,-5,1,-3,-7
O=C(O)c1ccc(S(=O)(=O)c2ccc3c(c2)C(=O)N(Cc2ccco2)C3=O)cc1,0,1.2,4,-13,3,-8,1.1,-4,-4
COC(=O)CN(C(=S)Nc1ccccc1)C1CC(=O)N(c2ccc(OC)cc2)C1=O (stereo unspecified),-3,·,-2,-4,-6,34,1.2,0,-10
Cc1nc2nc[nH]n2c(=O)c1NC(=O)CC12CC3CC(CC(C3)C1)C2,-4,1&1.1,5,12,2,6,1.1&1,-2,-11
O=C(Nc1nc(-c2ccncc2)cs1)c1ccco1,-1,1.4,14,24,4,11,1.1,-6,9
COc1ccc(C)cc1NC(=O)C(C)N(c1ccc(C)cc1)S(C)(=O)=O (stereo unspecified),6,1.2,7,4,-4,-3,1.1,-6,-3
COc1ccc(CNc2ccc3c(c2)ncn3-c2ccccc2OC)cc1,2,1.2,-1,-11,4,16,1.4,-4,-4
CSc1nc2c(cnn2-c2ccc(C)c(C)c2)c(=O)[nH]1,-6,1,1,-14,-1,-7,1,0,-7
COc1ccccc1CNC(=O)c1cnccn1,-2,1,7,0,-1,-33,1.4,1,-5
Cc1ccc(C(=O)NNC(=O)C2CCN(c3nccc(C)n3)CC2)cc1,-9,·,1,13,-1,13,1.6,-4,-13
COc1ccc(-c2cc(C(F)(F)F)nc(N3CCOCC3)n2)cc1,5,1.2,8,32,-1,3,1,-4,-14
Cn1nnnc1SCC(=O)N1CCOCC1,2,1.3,9,-19,1,-2,·,-7,-14
Cc1ncc(CO)c2cc(C(N)=O)c(=Nc3ccccc3)oc12,-1,1.1,-1,0,-4,-6,0.9,-7,2
O=C(NC1CCCC1)C1CCCN1S(=O)(=O)c1cccc2cccnc12 (stereo unspecified),0,1.1,5,4,0,18,1.1,-3,-4
CCOC(=O)c1c(C)[nH]c(N=Nc2cccc(C)c2)c1C,3,1.7,-4,-7,-3,-1,1.3,-4,-4
O=S(=O)(Nc1nc(CN2CCOCC2)nc2sc3c(c12)CCCC3)c1cc(F)ccc1F,5,1.1,3,-10,-6,8,1.6,-6,-6
CCCNc1c(F)c(F)c2c(C)c3ccccc3nc2c1F,-5,·,121*[fluorescence artefact?],-58,-1,15,1.2,-5,-8
Cc1ccc(OCC(=O)Nc2ccc(N(C)C)cc2)cc1,0,1.1,6,-6,2,-14,0.9,-3,-4
COc1cccc(C(=O)N2CCN(CCCc3ccccc3)CC2)c1OC,-12,1.1,-4,-26,1,-19,1.3,-7,-9
Cc1cccc2cc(COC(=O)c3ccccn3)c(=O)[nH]c12,-1,1.1,7,3,-6,19,0.9,-5,-1
COc1ccc(C2CC(C(F)(F)F)n3nc(C(=O)Nc4ccc5c(c4)OCO5)cc3N2)cc1 (stereo unspecified),-5,1.2,2,-9,-1,12,0.9,-6,-11
Cc1ccccc1OCc1nc2ccc(S(=O)(=O)N3CCOCC3)cc2[nH]1,3,1,1,-34,0,-2,1.8,-4,8
CN(C(=O)Nc1ccc(Cl)cc1)c1c2c(nn1C)CCCC2,-6,·,-2,-14,-1,-9,1,-4,-10
COC(=O)C1C(=O)C2=C(CC1C)NC(=O)CC2c1ccc(O)c(OC)c1 (stereo unspecified),1,1.1,8,-9,-2,3,1,-3,-3
CCOc1cc(CNCCN(C)C)c(Cl)cc1OCC(=O)NCCc1ccccc1,-2,·,-1,10,1,-4,1.8,3,-12
CCS(=O)(=O)N1CCC(C(=O)NCCc2ccc(C)cc2)CC1,-2,1,-2,2,-2,24,1,-11,-15
C=CCn1c(SCC(=O)Nc2cc(NC(C)=O)ccc2OC)nnc1-c1cccnc1,0,1,-2,-4,3,0,1.1,-7,-10

# Some of the entries so far, with tabs.
SMILES	EphB4 antag	MT1-MMP txn act	HIV Rev-RRE inh	PLK1 PBD inh	FAK inh	S1P2 antag	PLAP act	S1P2 ag	PLK1 inh
Cc1ccc(C(=O)NNC(=O)C2CCN(c3nccc(C)n3)CC2)cc1	-9	·	1	13	-1	13	1.6	-4	-13
COc1ccc(-c2cc(C(F)(F)F)nc(N3CCOCC3)n2)cc1	5	1.2	8	32	-1	3	1	-4	-14
Cn1nnnc1SCC(=O)N1CCOCC1	2	1.3	9	-19	1	-2	·	-7	-14
Cc1ncc(CO)c2cc(C(N)=O)c(=Nc3ccccc3)oc12	-1	1.1	-1	0	-4	-6	0.9	-7	2
O=C(NC1CCCC1)C1CCCN1S(=O)(=O)c1cccc2cccnc12 (stereo unspecified)	0	1.1	5	4	0	18	1.1	-3	-4
CCOC(=O)c1c(C)[nH]c(N=Nc2cccc(C)c2)c1C	3	1.7	-4	-7	-3	-1	1.3	-4	-4
O=S(=O)(Nc1nc(CN2CCOCC2)nc2sc3c(c12)CCCC3)c1cc(F)ccc1F	5	1.1	3	-10	-6	8	1.6	-6	-6
CCCNc1c(F)c(F)c2c(C)c3ccccc3nc2c1F	-5	·	121*[fluorescence artefact?]	-58	-1	15	1.2	-5	-8
Cc1ccc(OCC(=O)Nc2ccc(N(C)C)cc2)cc1	0	1.1	6	-6	2	-14	0.9	-3	-4
COc1cccc(C(=O)N2CCN(CCCc3ccccc3)CC2)c1OC	-12	1.1	-4	-26	1	-19	1.3	-7	-9
Cc1cccc2cc(COC(=O)c3ccccn3)c(=O)[nH]c12	-1	1.1	7	3	-6	19	0.9	-5	-1
COc1ccc(C2CC(C(F)(F)F)n3nc(C(=O)Nc4ccc5c(c4)OCO5)cc3N2)cc1 (stereo unspecified)	-5	1.2	2	-9	-1	12	0.9	-6	-11
Cc1ccccc1OCc1nc2ccc(S(=O)(=O)N3CCOCC3)cc2[nH]1	3	1	1	-34	0	-2	1.8	-4	8
CN(C(=O)Nc1ccc(Cl)cc1)c1c2c(nn1C)CCCC2	-6	·	-2	-14	-1	-9	1	-4	-10
COC(=O)C1C(=O)C2=C(CC1C)NC(=O)CC2c1ccc(O)c(OC)c1 (stereo unspecified)	1	1.1	8	-9	-2	3	1	-3	-3

# (further entries)
SMILES,EphB4 antag,MT1-MMP txn act,HIV Rev-RRE inh,PLK1 PBD inh,FAK inh,S1P2 antag,PLAP act,S1P2 ag,PLK1 inh
COc1ccccc1C(=O)N/C(=C/c1ccccc1)C(=O)NC(CCSC)C(=O)O (stereo unspecified),-2,·,-3,3,-4,5,1.2,-3,-8
CCCCNS(=O)(=O)c1ccc(S(=O)(=O)n2cnc3ccccc32)cc1,-8,1.1,5,1,-2,-22,·,-2,-8
CCOC(=O)Cc1[nH]nc2c1C(c1ccoc1)C(C#N)=C(N)O2 (stereo unspecified),-8,1.2,-1,-5,1,9,1.2,-4,5
CSC1=NC(NCCCO)c2c(sc3c2CC(C)(C)OC3)N1 (stereo unspecified),-1,1,8,-8,1,-31,1.2,0,-3
S=C1NCCOCCOCCOCCN1,5,1.1,1,2,2,3,1.1,-3,-10
COc1ccc(C2C3=C(CC(C)(C)CC3=O)Oc3ncn(Cc4ccco4)c(=N)c32)cc1 (stereo unspecified),-2,1.2,2,-8,1,-5,1.5,-8,4
C=CCCCCCCCCc1nc(=S)[nH][nH]1,-6,1.3,0,-18,-2,-4,1.6,-5,-2
CC1CCc2sc3c(c2C1)c1ncnn1c(=O)n3CC(=O)c1ccc(Br)cc1 (stereo unspecified),3,0.9,15,29,-1,-10,·,-7,-11
CCCCN(C)C(=O)c1oc2ccc(S(=O)(=O)N3CCCCCC3)cc2c1C,-3,1.1,1,9,-3,11,1.2,-5,-10
O=c1oc2ccccc2c(Nc2cccc3ccccc23)c1[N+](=O)[O-],0,0.9,0,-33,-4,-13,1,-3,-6
CN(Cc1ccccc1)S(=O)(=O)c1ccc2c(c1)n(C)c(=O)n2C,2,1,2,8,-2,12,0.9,-8,-7

# Screening data (PubChem BioAssay)

# Compounds as they come; overall some 3.9% were active at least once.
